Assay outcomes (PubChem)
Nrf2 activator: activates Nrf2 signaling; AID 624171; Potency, µM (doses to about 46.1 µM), for the others: top-dose activation, usual class: activators; AREc32 ARE-luciferase reporter (MCF7-derived line), luminescence, 24 h; 410,000 compounds, 0.31% hits; note: potency is the fitted concentration of half-maximal effect; % of control where 0% means no effect; nearly all actives have a fitted effect of over 65% in size
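Luciferase luminescence (Steady-Glo, 30 min at room temperature) served as the read-out of ARE activation in AREc32 cells treated with compounds for 24 hr at 37 deg C.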
Akt phos inh: Akt phosphorylation inhibition. Neuro2A IGF-stimulated pAkt S473 HTRF, 20 min; hits give low values. activity change, % for hits at 50 µM. 360,000 compounds, 0.32% hits. AID 651550; in the data active = activity change below about -80%; inconclusive = mostly about -51% to -80%; note: % is set by controls: 0 for no effect and ±100 for the full control effect
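Neuro2A cells in DMEM with 0.5% FBS, overnight at 37 deg C, given compound at single 50 µM final, then IGF (6 nM final) for 20 min at 37 deg C. Lysed; phospho-Akt Ser473 by HTRF after 24 h, 665/615 ratio.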
CCT modulator: modulators of cytosolic chaperonin (CCT/TRiC) activity. AID 651819. activity change, % (test concentration not listed), hits read low. purified chaperonin ATPase assay, HTRF ADP detection, 30 min. 360,000 compounds, 0.3% hits; in the data active = activity change below about -30%; note: % is set by controls: 0 for no effect and ±100 for the full control effect
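TRiC at 40 or 20 nM final (batch-dependent) in 30 mM Tris pH 7.4, 100 mM KCl, 5 mM MgCl2, 1 mM DTT, with compound at single 76 uM and 10 uM ATP, 30 min at 37 deg C. ADP detected by HTRF Transcreener, 665/615 ratio.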
HepG2 viability: counter-screen for TGF-b inhibitors: cytotoxicity in HepG2 cells. HepG2 CAGA-GFP viability, ATP luminescence, 18 h. Potency, µM (series often up to 46.1 µM), for inactives: at the highest dose activity change, negative = cytotoxicity, usual class: cytotoxic. 410,000 compounds, 0.76% hits. AID 588856; note: potency is the fitted concentration of half-maximal effect; some results filed as inactive show a strong effect at the top dose
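CellTiter-Glo luminescence gave cytotoxicity after 18 hours at 37 degrees C. The cells were HepG2 CAGA-GFP in 1% FBS DMEM, stimulated with 500 pg/mL TGF-beta after compound addition. %Activity was normalised to no-cell wells (complete cell-killing) and DMSO (no toxicity), and curves were fitted and classified.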
A549 viability: counter-screen for Nrf2 inhibitors: cytotoxicity in A549 cells | A549 ARE-Fluc cells, CellTiter-Fluor viability, 18-24 h | 390,000 compounds, 0.16% hits | Potency, µM (highest dose often 46 µM), for the others: top-dose activity change, negative = cytotoxicity, most hits filed as inhibitors; note: potency is the fitted concentration of half-maximal effect; % is set by controls: 0 for no effect and ±100 for the full control effect
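A549 ARE-Fluc cells in 5% FBS OPTI-MEM, 5000 cells/well, rested 2 h then exposed to compounds in concentration-response for 18-24 h at 37 °C. Viability by CellTiter-Fluor fluorescence (Ex 405/Em 525) after 30 min; luciferase luminescence (BugLite, 15 min, RT) read afterwards.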
Abeta yeast res: restores growth of yeast expressing A-beta42 peptide. yeast expressing A-beta42, growth rescue, OD600, 48 h; response scale: 0% DMSO, 100% iron-clioquinol control. 410,000 compounds, 0.063% hits. Potency, µM (top dose mostly 46.1 µM), for the others: top-dose growth rescue, usual class: activators. AID 1347071; note: potency is the fitted concentration of half-maximal effect; nearly all actives have a fitted effect of over 55% in size
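Yeast A-beta toxicity model in growth medium with pinned compounds, 48 h at 30 C; growth read as absorbance at 600 nm. Normalized to FeCl3/clioquinol equimolar mix (positive) and DMSO (negative).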
Mm-Cpn inhibitor: M. maripaludis TRiC chaperonin inhibition; purified Mm-Cpn ATPase, ADP Transcreener TR-FRET; Potency, µM (highest dose often 76.9 µM), for inactives: at the highest dose activity, negative = inhibition, actives largely listed as inhibitors; 330,000 compounds, 0.031% hits; note: potency is the fitted concentration of half-maximal effect; % is set by controls: 0 for no effect and ±100 for the full control effect; nearly all actives have a fitted effect of over 80% in size
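ATP (10 uM final) was added to archaeal chaperonin (25 nM final) after 10 min exposure to test compound at 37°C; after 30 min further incubation, ADP was detected by competitive TR-FRET.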
TGFb inhibitor: inhibitors of TGF-b signaling | HepG2 CAGA-GFP TGF-b/SMAD3 reporter, GFP fluorescence, 18 h; TGF-beta stimulated, 500 pg/mL final | Potency, µM (series often up to 46.1 µM), for inactives: at the top dose activity, negative = inhibition, actives largely listed as inhibitors | 410,000 compounds, 1.2% hits; note: potency is the fitted concentration of half-maximal effect; % is set by controls: 0 for no effect and ±100 for the full control effect; nearly all actives have a fitted effect of over 65% in size
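Per well, imaged GFP fluorescence of HEPG2 CAGA-GFP cells gives the signal; cells get compound, then TGF-beta (500 pg/mL final), 18 h at 37 degrees C; %Activity versus -TGF-beta and +DMSO controls.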
Nrf2 inh: Nrf2 pathway inhibition | A549 ARE-Fluc reporter, luciferase luminescence, 18-24 h | 360,000 compounds, 2.1% hits | AID 504444 | Potency, µM (highest dose often 46 µM), for inactives: at the top dose activity change, negative = inhibition, actives largely listed as inhibitors; note: potency is the fitted concentration of half-maximal effect; % is set by controls: 0 for no effect and ±100 for the full control effect; nearly all actives have a fitted effect of over 60% in size
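Cells were seeded and rested 2 h, then exposed to compounds for 18-24 h. CellTiter-Fluor was read first as a viability measure. BugLite was added 15 min before the final luminescent read of ARE-luciferase activity in A549 cells.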
* hit, by the source's call; i = inactive; ? = inconclusive; / = not tested or not shown; & = joins results of further samples; [ ] = remark or other dose. Unless noted, calls come from the whole dose curve; as a rule, active = well fitted curve in the direction sought with a large enough effect; inconclusive = small, poorly fitted or top-dose-only effect, or another doubt; inactive = no such curve, though single readings can be large; an effect the other way counts as inactive or inconclusive.

SMILES	Nrf2 activator	Akt phos inh	CCT modulator	HepG2 viability	A549 viability	Abeta yeast res	Mm-Cpn inhibitor	TGFb inhibitor	Nrf2 inh
COC(=O)NCN1C(=O)C2C3C=CC(C3)C2C1=O (centres undefined)	-0.4%	i	-2.5	3%	-4%	8%	1%	9%	1%
CC(=O)OCCN1C(=O)c2cccnc2C1=O	-0.5%	i	-0.9	10%	8%	-9%	2%	8%	/
CC(C)C(NS(=O)(=O)c1ccc2c(c1)oc(=O)n2C)C(=O)N1CCN(C2CCCCC2)CC1 (centres undefined)	-0.1%	i	-5.4	8%	0%	3%	1%	-7%	8%
CCOC(=O)N/N=C\c1ccc(C)s1	-0.8%	i	-4.2	2%	4%	1%	3%	15%	2%
CN1CCN(NC(=O)C23CC4CC(CC(C4)C2)C3)CC1	0.4%	i	0.2	3%	2%	-6%	-6%	3%	-7%
COc1cccc(NC(=S)N/N=C2/CCCCc3ccccc32)c1	2.7%	i	-0.1	-16%	7%	?	3%	-12%	?
COc1ccc(-c2nc3c(C)cc(Br)cn3c2Cc2ccc(C)cc2)cc1OC	1.7%	i	0.5	-9%	/	-5%	/	?	/
CN(C(=O)c1ccc(=O)[nH]c1)C1(C(=O)NC2CCCCC2)CCCCC1	-0.6%	i	-1.1	9%	1%	0%	2%	-6%	-7%
CCCCn1c(-c2csc3c2CCC(C)C3)n[nH]c1=S (centres undefined)	-0.8%	/	1.6	-50%	0%	-2%	1%	?	/
O=C(c1ccc(-c2ccccc2)cc1)N1CCN(c2ccc3c(c2)C2CC3CCN2C(=O)OCc2ccccc2)CC1 (centres undefined)	3.1%	i	-0.4	12%	/	-15%	/	?	/
Cc1cc(C)c(OCCOCCn2c(-c3ccc(Cl)cc3)nc3ccccc3c2=O)c(C)c1	5.2%	/	/	-13%	4%	-4%	/	14%	9%
CC(C)c1ccc(NC(=O)C2C3C=CC4(O3)C2C(=O)N(CCN2CCOCC2)C4C(=O)NC2CCCCC2)cc1 (centres undefined)	-0.5%	i	-4.1	6%	2%	-3%	2%	7%	-4%
COC(=O)Nc1ccc(S(=O)(=O)NC2CCCCC2)cc1	1.7%	i	0.3	5%	-1%	-6%	1%	-4%	-10%
O=C(O)/C=C/C(=O)Nc1cccc2c1-c1ccccc1C2=O	0.8%	i	-0.2	-6%	1%	4%	/	-6%	2%
COc1cc(/C=C/C(=O)NC(C)C)ccc1OCc1ccccc1	-0.1%	i	2.2	9%	1%	6%	0%	0%	-35%
NC(=O)c1sc2nc(-c3ccco3)ccc2c1N	?	i	3.0	-1%	-7%	0%	?	?	?
CN(C(=O)CSCC(=O)O)C1CCCCC1	-0.3%	i	1.5	3%	1%	22%	1%	1%	8%
Cc1nn(C)c(C(=O)N/N=C/c2cccnc2)c1Cl	0.0%	i	2.1	-3%	-7%	0%	-3%	1%	16%
CCN1C(C(=O)c2ccccc2)=C(Nc2ccccc2C)c2ccccc2S1(=O)=O	-0.1%	i	-1.6	-8%	-6%	28%	-1%	8%	3%
O=C(CCN1CCN(c2ccccc2)CC1)Nc1cccc(Br)c1	0.0%	i	2.4	-20%	-13%	0%	-4%	-7%	-6%
CCOC(=O)C1=C(C)NC(C)=C(C(=O)OCC)C1C(=O)OCC(=O)N1CCOCC1	-0.8%	i	0.5	-3%	-17%	11%	0%	-2%	-14%
COc1cccc(Nc2nc(NCCO)c3ccccc3n2)c1	2.5%	i	0.4	-36%	7%	-8%	2%	13µM*	?
CCOn1c(=O)c(-c2ccc(OC)cc2)[n+]([O-])c2ccccc21	3.1%	i	-2.0	-5%	-13%	-8%	0%	13%	/
O=C(CCc1ccccc1)Nc1nnc(-c2ccc3c(c2)CCCC3)o1	-0.9%	i	-2.9	-25%	-6%	0%	0%	?	9%
CC1CCCCC1NC(=O)c1cn(C)c2ccc(S(=O)(=O)N3CCOCC3)cc2c1=O (centres undefined)	0.1%	i	-1.2	-1%	-1%	-13%	2%	-6%	6%

Part of the list above, showing only CCT modulator:
SMILES | CCT modulator
CC(C)c1ccc(NC(=O)C2C3C=CC4(O3)C2C(=O)N(CCN2CCOCC2)C4C(=O)NC2CCCCC2)cc1 (centres undefined) | -4.1
COC(=O)Nc1ccc(S(=O)(=O)NC2CCCCC2)cc1 | 0.3
O=C(O)/C=C/C(=O)Nc1cccc2c1-c1ccccc1C2=O | -0.2

Further entries:
SMILES	Nrf2 activator	Akt phos inh	CCT modulator	HepG2 viability	A549 viability	Abeta yeast res	Mm-Cpn inhibitor	TGFb inhibitor	Nrf2 inh
O=C(CN1CCN(S(=O)(=O)c2cccs2)CC1)NCC1CCCCC1	-0.5%	i	-1.4	-44%	-9%	11%	1%	6%	-1%
COc1ccc(S(=O)(=O)N2CCNC(=O)CC2)cc1	-0.5%	/	-0.7	8%	-4%	-20%	0%	-9%	1%
O=C(COc1ccccc1F)Nc1ccc2nc(SCCOc3ccccc3)sc2c1	-0.8%	/	/	-11%	-4%	-20%	/	-6%	-26%
CCN(CC)S(=O)(=O)c1ccc(C(=O)Oc2coc(CSc3nc(C)cc(C)n3)cc2=O)cc1	3.1%	i	0.3	-13%	-1%	-60%[inhibitor]	0%	-28%	0%
COc1ccc2cc(C3C(C#N)=C(N)OC(C)=C3C(C)=O)c(Cl)nc2c1 (centres undefined)	2.4%	i	0.0	-36%	-1%	-20%	-5%	?	14%
OCCC1CN(Cc2cnc(-c3ccc(Cl)cc3)nc2)CCN1C1CCCC1 (centres undefined)	2.6%	i	-0.8	4%	-8%	-10%	1%	1%	?
Cc1ccc(S(=O)(=O)N2CCN(c3nc(-c4ccc(F)cc4)nc4cc(Cl)ccc34)CC2)cc1	/	/	/	-16%	-2%	/	/	-30%	14%
CCc1sc(C(=O)Nc2ncccc2C)cc1C	12%	i	2.2	-3%	11%	4%	2%	13%	17%
CCOC(=O)N1CCN(CCC(=O)Nc2ccc(OC)cc2OC)CC1	0.0%	/	1.2	-10%	-8%	5%	-1%	-23%	9%
O=C(Nc1ccccc1)c1cccc(N2C(=O)CCC2=O)c1	-0.9%	i	-2.9	14%	-2%	-2%[9.22 µM]	0%	9%	/
Cc1ccn2cc(CCNS(=O)(=O)c3ccc4c(c3)CCCC4)nc2c1	0.1%	i	-3.5	-8%	2%	9%	-2%	-6%	-26%
C=C(C)CN(CC)C(=O)CC1C(=O)NCCN1CC(C)(C)C (centres undefined)	-0.9%	i	0.0	2%	1%	/	-3%	1%	14%
CCOC(=O)CN(C(=O)CN1CCC(n2nnc3cc(C)ccc32)CC1)c1ccccc1	-0.6%	i	-1.2	-23%	8%	8%	2%	-21%	12%
O=C(CCS(=O)(=O)c1ccccc1F)Nc1ccc(N2CCN(Cc3ccccc3)CC2)cc1	1.9%	i	-1.7	-16%	-1%	2%	-1%	-2%	23%
Cc1ccc(CSc2nc3ccsc3c(=O)n2CCC(C)C)cc1	-0.1%	/	/	-19%	2%	6%	/	0%	/
CC(=O)NNc1ncnc2c1cnn2-c1ccc(C)cc1	4.8%	i	-1.6	9%	-5%	-16%	0%	-22%	?
Cc1ccc(-c2c(C(=O)NCc3ccccc3)oc(=O)c3ccccc23)cc1	0.4%	i	-1.8	4%&0%	12%&13%	-11%&15%	0%	-2%&1%	2%
O=C1c2cccnc2-c2ncccc21	-1.0%	i	0.0	-7%	-8%	2%	1%	16%	0%
CCOc1ncccc1C(=O)N(C)CC(=O)Nc1ccc(C)cc1	-0.7%	i	-1.4	13%	3%	1%	0%	10%	-1%
CC(C(=O)Nc1ccc2c(c1)OCO2)c1ccc([N+](=O)[O-])cc1 (centres undefined)	0.3%	i	1.8	-29%	0%	4%	1%	-5%	-11%
Cc1cccc(NC(=O)Nc2ccc3c(c2)OCO3)n1	7.2%	i	0.5	22µM*	13%	3%	1%	-8%	?
CC(C)CCn1nnnc1C(C(C)C)N1CCC(C(N)=O)CC1 (centres undefined)	-0.5%	-100%*	0.9	-20%	12%	-17%	-1%	-5%	29%
CCOc1ccc(CNC(=O)c2ccc3oc(=O)n(Cc4ccccc4)c3c2)cc1	3.8%	/	/	-20%	-4%	-15%	/	-13%	/
COc1ccc2c(c1)-c1nc(N)sc1CC2	-0.3%	i	0.5	1%	1%	3%	-6%	-1%	-7%
CCn1cc(C(=O)N2CCN(c3ccccc3F)CC2)c(=O)c2cc(S(=O)(=O)N(C)C)ccc21	0.3%	/	/	-1%	?	-8%	/	4%	0%
Cc1nc(S/C(=C/c2ccc(-c3cc(Cl)ccc3C)o2)C(=O)O)n[nH]1	0.0%	i	0.9	-16%	?	6%	1%	9%	?
Cc1cc(NC(=O)CCC(=O)N(c2cccc(F)c2)C(C(=O)NC2CCCC2)c2ccccc2)no1 (centres undefined)	0.2%	i	-0.1	-13%	2%	-10%	-1%	?	2%
CCOC(=O)C1=C(c2ccccc2)N=c2sc(=Cc3cc(OC)c(OC)c(OC)c3)c(=O)n2C1c1cccs1 (centres undefined)	-0.6%	i	-1.7	-28%	/	-23%	/	3%	/
